Screening results (PubChem BioAssay)
Autophagy mod: alters autophagy in cells; MEF GFP-LC3 puncta imaging; test concentration mostly 10 µM; calls only at 10 µM (by protocol); AID 463193; actives 0.98% (n = 190,000);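 active = percentage of spot-positive cells more than 3 SD above its plate mean, without a fluorescence outlier flag or 80% toxicity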;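 also: spot-positive cell cutoff set from DMSO-treated cells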
Hep lipid drop: modulators of hepatic lipid droplet formation; AML12 mouse hepatocytes, oleate lipid droplets, BODIPY imaging; inhibition, % at 6.5 µM; actives 0.4% (n = 240,000);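 active = lipid droplet intensity inhibited by at least 50%, with more than 500 cells counted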
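material = mouse AML12 hepatocyte cell line, fixed after treatment | also added = 100 µM oleic acid challenge | doses = compound at 6.5 µM only | schedule = overnight exposure | technique = Image-based BODIPY and DAPI two-channel analysis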
WT yeast gro inh: growth inhibition of WT yeast, mitochondrial fusion screen; mitochondrial fusion phenotypic screen, WT strain; inhibition, % at 10 µM; actives 2.1% (n = 190,000); AID 1362; in the data active = inhibition above about 58%; tested in S. cerevisiae
Insulin prom up: MIN6 insulin promoter up-regulation | MIN6 insulin promoter-GFP reporter, high-content imaging; stronger effect = higher value | z-score at 5 µM | actives 0.3% (n = 190,000);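 active = z-score above 3 at 5 µM with at least 500 cells counted in the well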
XIAP displacement: small molecules displacing peptide from XIAP – biochemical, IAP family, fluorescence polarization (AID 1018) | XIAP BIR domain, fluorescence polarization peptide displacement; higher % means a stronger effect | displacement, % at 20 µM, or IC50 in µM where a hit was titrated | actives 0.007% (n = 200,000); in the data active = displacement above about 50%; also: a part of the inactive calls stands beside numbers as strong as those of hits
ER stress rescue: rescue of cells from ER stress-induced death, primary screen, 384-well, CSM14.1, thapsigargin, ATP luminescence (AID 1222); CSM14.1 thapsigargin-induced death rescue, ATP luminescence; higher % means a stronger effect; one-dose cellular ATP content (survival), % at 20 µM; EC50 in µM for titrated hits; 190,000 tested, under 10 active;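 active = EC50 below 50 µM in the dose-response confirmation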;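 also: death triggered by thapsigargin at about 15 µM added after 2 h compound pretreatment; cell ATP read after overnight thapsigargin exposure of roughly 18 to 22 hours; normalized against plate controls of thapsigargin alone and 5% DMSO vehicle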
Dynein cargo inh: dynein cargo transport inhibition | 3617.4 mouse cells, GR-EGFP nuclear translocation imaging; test concentration mostly 20 µM; stimulated with dexamethasone, 1 µM; stronger effect = lower value | z-score, hits read low | actives 0.47% (n = 220,000);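 active = plate z-score of nuclear minus cytoplasmic receptor signal below a set negative limit, without overly bright fluorescence or cell loss, cut at about -3.5 in these data, passing the limit was not always enough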;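 also: z-score of nuclear minus cytoplasmic ring GR-EGFP intensity difference per well; some compounds called inactive have numbers as strong as hits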
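Medium: Induction medium lacking tetracycline, stripped serum | Probe or stimulus: 1.0 µM final dexamethasone stimulus | Schedule: 48 h induction, then 1 h compound, then 30 min agonist, 37 °C | Signal: Automated 10x imaging of fixed Hoechst-stained cells | Evaluation: Per-cell GR-EGFP intensity, nucleus versus surrounding cytoplasmic ring, well-averaged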
bCat nuc transl: alters nuclear translocation of beta-catenin in HeLa cells. immunofluorescence imaging. actives 0.3% (n = 190,000). nuclear translocation activity, % at 5 µM;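 active = nuclear translocation activity above 50% at 5 µM, with a well cell count of 50 or more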;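 also: per-cell ratio of nuclear to cytoplasmic median beta-catenin stain intensity; plate controls were DMSO negative control for no effect and GSK-3 inhibitor IX positive control for full effect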
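Test system: HeLa cells, endogenous beta-catenin; Compound: single 5 µM dose plus 0.02–20 µM confirmation series; Times: compound exposure 24 h at 37°C; Signal: fluorescence imaging of beta-catenin antibody stain plus DAPI; Read-out: % activation, nuclear-to-cytoplasmic median beta-catenin signal ratio per cell.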
MT stabilizer: microtubule stabilization, imaging screen. HeLa tubulin immunostaining HCS, 24 h; share of cells brighter than vehicle mean+2SD. % tubulin-high responders, % at 10 µM. actives 0.83% (n = 200,000). AID 2205;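 active = plate Z-score above 3 for both tubulin-high and condensed-nucleus cell shares, with cell loss under 80%, at 10 µM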;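 also: anti alpha tubulin signal scored within the nucleus-defined area of each cell; some results filed as inactive read as strong as hits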
WT yeast gro inh mutant strain: second read-out of WT yeast gro inh, no call of its own (marks repeat the call); inhibition, %; mitochondrial fusion phenotypic screen, mutant strain inhibition
Dynein cargo inh cytoplasmic EGFP: also measured in Dynein cargo inh; calls as there; z-score; measured here: cytoplasmic GR-EGFP intensity; stronger effect = higher value
Dynein cargo inh nuclear GR-EGFP: recorded beside Dynein cargo inh, whose call it bears; z-score; measured here: nuclear GR-EGFP intensity;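 lower value marks the stronger effect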
Dynein cargo inh cell count: second read-out of Dynein cargo inh, no call of its own (marks repeat the call); z-score; measured here: cell count per field
Insulin prom up cell count: further read-out of Insulin prom up, marked with its call; cell count; measured here: cytotoxicity, nuclei count;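 total cells summed across four imaged fields per well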
Hep lipid drop cells 6.5 µM: recorded beside Hep lipid drop, whose call it bears; cell count; measured here: cell count, cytotoxicity flag;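 cells counted across two imaged fields per well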
bCat nuc transl cell count 5 µM: recorded beside bCat nuc transl, whose call it bears; cell count; measured here: cell count, cytotoxicity flag
MT stabilizer Hoechst-high %: further read-out of MT stabilizer, marked with its call; % Hoechst-high responders; measured here: nuclear condensation Hoechst responders;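 share of cells brighter than vehicle mean plus two SD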
MT stabilizer cytotoxicity %: second read-out of MT stabilizer, no call of its own (marks repeat the call); toxicity, %; measured here: cytotoxicity by cell density;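 0% = mean cell density of plate MIN control wells and 100% = no cells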
Autophagy mod cell loss 18 h: further read-out of Autophagy mod, marked with its call; toxicity, %; measured here: cell loss, nuclei count;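 cell loss after 18 h compound exposure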
Numbers without * were called inactive; i = inactive; nt = not tested or not shown.

SMILES | Autophagy mod | Autophagy mod cell loss 18 h | Hep lipid drop | Hep lipid drop cells 6.5 µM | WT yeast gro inh | WT yeast gro inh mutant strain | Insulin prom up | Insulin prom up cell count | XIAP displacement | ER stress rescue | Dynein cargo inh | Dynein cargo inh cytoplasmic EGFP | Dynein cargo inh nuclear GR-EGFP | Dynein cargo inh cell count | bCat nuc transl | bCat nuc transl cell count 5 µM | MT stabilizer | MT stabilizer Hoechst-high % | MT stabilizer cytotoxicity %
O=C(NCc1ccccc1)C(c1ccncc1)N(C(=O)c1csnn1)C1CC1 (stereo not drawn) | i | -0.5 | nt | nt | -2.3 | -18.3 | -0.64 | 1639 | -6.0% | 3.3% | 0.0412 | -0.238 | -0.868 | 0.177 | 0.2 | 1388 | 2.1 | 1.7 | 3.8
OCCC1CN(Cc2cccc(-n3cccn3)c2)CCN1Cc1ccccc1 (stereo not drawn) | i | 3.2 | -6.8 | 650 | -14.9 | 1.6 | 0.02 | 1430 | -13.3% | -0.3% | 0.791 | -0.256 | 0.00982 | -1.17 | -0.1 | 1541 | 4.1 | 1.6 | 7.6
COc1ccccc1CN1C(=O)c2cccc3cccc(c23)C1=O | i | -2.7 | -0.8 | 714 | 9.8 | -2.0 | -0.31 | 1534 | -4.2% | -2.2% | -1.11 | -0.253 | -0.478 | 0.917 | 1.4 | 1083 | 8.2 | 2.7 | 5.4
Cn1c(CCCNC(=O)c2cccs2)nc2ccccc21 | i | -0.3 | -6.4 | 579 | -0.6 | 1.8 | -0.41 | 1942 | 0.7% | -1.4% | -1.28 | -0.183 | -0.675 | -0.608 | -0.9 | 1067 | 2.0 | 1.4 | 7.0
COC(=O)c1ccc(Oc2ccc(C(C)(C)C)cc2)c([N+](=O)[O-])c1 | i | -30.8 | nt | nt | nt | nt | nt | nt | -5.7% | 1.2% | 0.959 | -0.23 | 0.745 | 0.652 | nt | nt | 2.0 | 1.4 | 7.5
CN(CCC#N)c1ncnc2scc(-c3ccccc3)c12 | i | -0.2 | nt | nt | 23.5 | 28.2 | -0.24 | 1166 | -3.3% | -1.2% | -0.701 | -0.0948 | -0.162 | 0.552 | -1.5 | 890 | 7.5 | 2.1 | 5.3
COc1ccc(Cl)cc1N(CC(=O)NC(C)(C)C)S(=O)(=O)c1ccc(C)c([N+](=O)[O-])c1 | i | -0.6 | -28.7 | 525 | 31.0 | 12.0 | 0.85 | 1450 | -9.3% | -1.3% | 0.321 | -0.186 | 0.301 | -0.127 | -0.9 | 1128 | 3.4 | 3.0 | 6.3
C=CCN1C=C2C(=O)C(C)(OC(=O)C3CCCC3)C(=O)C=C2C=C1c1ccsc1 (stereo not drawn) | nt | nt | -3.0 | 734 | nt | nt | -0.77 | 1107 | nt | nt | -0.435 | -0.767 | -0.17 | 0.317 | 2.0 | 1139 | nt | nt | nt
COc1ccc(C(=O)COC(=O)C(CC(C)C)N2C(=O)c3ccccc3C2=O)cc1 (stereo not drawn) | i | 0.7 | -2.2 | 684 | 4.1 | -35.5 | -0.65 | 983 | -1.3% | -3.2% | 0.834 | -0.282 | 0.853 | -0.734 | -0.7 | 1158 | 2.4 | 1.7 | 32.6
Cc1ccc(NC(=O)CS(=O)CC(=O)NC(C)CCc2ccco2)cc1Cl (stereo not drawn) | i | 31.8 | nt | nt | -6.2 | 5.8 | -0.34 | 1211 | -4.1% | -1.1% | 1.21 | -0.214 | 0.606 | 0.495 | -5.4 | 900 | 2.1 | 1.8 | 5.8
Nc1cc(-c2cccc([N+](=O)[O-])c2)[nH]n1 | i | 6.4 | -9.0 | 620 | -16.2 | 2.5 | 0.75 | 1368 | -3.7% | 0.6% | -0.319 | -0.303 | -0.423 | 0.533 | -0.2 | 1092 | 6.0 | 3.1 | 2.9
O=C(c1ccc(=O)oc1)N1CCN(c2ccc(F)cc2)CC1 | nt | nt | nt | nt | -0.9 | 7.0 | -0.31 | 1197 | -6.0% | 0.9% | nt | nt | nt | nt | 0.9 | 1119 | nt | nt | nt
CCOc1ccc(N(C(=O)CNS(=O)(=O)c2ccccc2)C(CC)C(=O)NCc2ccco2)cc1 (stereo not drawn) | i | 3.8 | -7.0 | 719 | 18.7 | -1.9 | -0.56 | 1546 | -1.1% | 0.5% | 2.01 | -0.193 | 0.617 | -0.42 | 0.3 | 1534 | 2.7 | 1.7 | 0.4
O=C(CCSc1ccccc1)Nc1ccc(OCc2ccccc2)cc1 | i | 3.1 | nt | nt | 6.8 | 18.4 | -0.54 | 1635 | -0.8% | 0.6% | 0.132 | -0.213 | -0.334 | 0.197 | 0.8 | 1353 | 1.5 | 1.5 | 9.3
Cc1cc(NC(=O)CSc2nc(-c3cccnc3)ccc2C#N)no1 | i | 17.4 | nt | nt | -0.5 | 13.1 | 0.24 | 1090 | -17.5% | -0.9% | 0.321 | -0.176 | 0.491 | 0.241 | -5.2 | 991 | 2.5 | 4.6 | 7.9
Cc1n[nH]c(=O)nc1N1CCc2ccccc2C1 | i | -5.6 | -15.0 | 777 | -2.1 | -1.5 | -0.16 | 1254 | -1.5% | 3.9% | -0.125 | -0.227 | -0.26 | -0.576 | -2.0 | 1254 | 3.0 | 2.6 | 5.6
CCOc1cccc(C(=O)NC(=S)Nc2ccc3c(c2)OCCO3)c1 | i | 2.8 | 8.8 | 688 | 30.4 | 10.9 | 1.28 | 1262 | -2.5% | -0.7% | -0.00315 | -0.34 | 0.0397 | 0.893 | -0.6 | 1115 | 2.4 | 2.4 | 5.7
COc1cc(SC)ccc1C(=O)N(Cc1ccccc1)c1ccccn1 | nt | nt | -17.2 | 700 | nt | nt | -0.2 | 1470 | nt | nt | 0.0784 | -0.228 | 0.0215 | 0.452 | -2.2 | 1162 | nt | nt | nt
Cc1ccc(-c2c(C)n([O-])c3c([n+]2=O)CCC3)cc1 | i | 10.8 | 3.2 | 630 | -13.3 | -11.1 | 0.6 | 1022 | -27.2% | -0.9% | -0.534 | -0.259 | -0.397 | 0.481 | nt | nt | 2.3 | 1.9 | 1.7
CCOC(=O)c1c(C)c(C(=O)Nc2cc(OC)ccc2OC)c(C)n1CC | i | -3.3 | nt | nt | 14.4 | 19.6 | -1.89 | 1265 | -1.4% | -1.6% | -0.159 | -0.29 | 0.156 | 0.727 | 3.3 | 1320 | 24.8* | 30.8* | 55.6*
Cc1ccc(C(=O)N/C(=C\c2cccs2)C(=O)NCCc2c[nH]c3ccccc23)cc1C | i | -4.0 | nt | nt | -4.4 | -5.2 | -0.33 | 1560 | -1.6% | 4.9% | -0.0645 | -0.197 | -0.0313 | 0.176 | 1.1 | 1349 | 1.3 | 1.4 | 6.4
O=C(CCCCn1c(=O)c2ccccc2n(CC(=O)Nc2ccccc2)c1=O)NCc1ccco1 | i | -0.2 | -5.3 | 754 | 5.2 | 18.5 | 0.26 | 1340 | -5.6% | -0.5% | -0.44 | 0.163 | -0.205 | 0.655 | -3.3 | 1288 | 3.5 | 1.7 | 4.2
O=C(COC(=O)c1ccccc1F)Nc1cc(S(=O)(=O)N2CCOCC2)ccc1N1CCCC1 | i | -5.5 | 7.7 | 661 | 4.5 | -10.1 | -0.3 | 1191 | -5.1% | 0.2% | -0.739 | -0.226 | 0.0315 | 1.14 | -0.5 | 1094 | 4.4 | 2.3 | 26.2
CC1CN(C2CCN(S(=O)(=O)c3ccc(F)cc3)CC2)CC(C)O1 (stereo not drawn) | i | -10.7 | -10.3 | 788 | 42.8 | 60.8 | -0.73 | 842 | -2.8% | 3.1% | -0.736 | 0.149 | -0.391 | -0.0409 | 0.8 | 1044 | 1.6 | 1.4 | 10.5
Cc1ccc(CSC2=Nc3ccccc3C3=NC(=O)CN23)cc1 | i | 5.5 | 17.7 | 633 | 32.4 | -2.9 | 0.04 | 1504 | -1.1% | 0.1% | 0.679 | -0.314 | 0.138 | 0.189 | 0.0 | 847 | 7.8 | 1.1 | 5.1
Cc1ccc(NC(=O)COC(=O)CCc2ccc(S(=O)(=O)N3CCOCC3)cc2)cc1C | i | 18.1 | 3.5 | 728 | -5.2 | -20.3 | -0.4 | 1380 | -6.9% | 0.8% | -0.686 | -0.206 | -0.389 | 0.523 | 0.2 | 990 | 1.4 | 1.7 | 4.1
COc1ccc(C2SCC(=O)N2CC23CC4CC(CC(C4)C2)C3)cc1 (stereo not drawn) | i | -9.0 | 9.9 | 788 | 76.3* | 40.7* | -0.41 | 919 | -4.7% | 1.8% | -0.683 | -0.316 | -0.125 | -0.00765 | -1.4 | 1167 | 0.6 | 0.9 | 12.2

At a glance, some entries already given.
SMILES | Autophagy mod | Autophagy mod cell loss 18 h | Hep lipid drop | Hep lipid drop cells 6.5 µM | WT yeast gro inh | WT yeast gro inh mutant strain | Insulin prom up | Insulin prom up cell count | XIAP displacement | ER stress rescue | Dynein cargo inh | Dynein cargo inh cytoplasmic EGFP | Dynein cargo inh nuclear GR-EGFP | Dynein cargo inh cell count | bCat nuc transl | bCat nuc transl cell count 5 µM | MT stabilizer | MT stabilizer Hoechst-high % | MT stabilizer cytotoxicity %
Cc1ccc(NC(=O)COC(=O)CCc2ccc(S(=O)(=O)N3CCOCC3)cc2)cc1C | i | 18.1 | 3.5 | 728 | -5.2 | -20.3 | -0.4 | 1380 | -6.9% | 0.8% | -0.686 | -0.206 | -0.389 | 0.523 | 0.2 | 990 | 1.4 | 1.7 | 4.1
COc1ccc(C2SCC(=O)N2CC23CC4CC(CC(C4)C2)C3)cc1 (stereo not drawn) | i | -9.0 | 9.9 | 788 | 76.3* | 40.7* | -0.41 | 919 | -4.7% | 1.8% | -0.683 | -0.316 | -0.125 | -0.00765 | -1.4 | 1167 | 0.6 | 0.9 | 12.2
